Bioassay records: PubChem BioAssay, several laboratories
EP2 modulator – modulates human prostaglandin E2 receptor EP2 signaling; induction, % at 25 µM; EP2-expressing cells, cAMP HTRF FRET, PGE2 co-stimulation; 260,000 tested, 0.83% active; P43116;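 active means compounds whose cAMP rise, as percent of the full-agonist control response, exceeds 60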;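 further: rat C6 glioma line stably carrying human EP2 under a CMV promoter; the protocol text gives 20 µM as final concentration; 100% = response of wells given 1 µM PGE2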
Target sequence (P43116 whole entry, looked up): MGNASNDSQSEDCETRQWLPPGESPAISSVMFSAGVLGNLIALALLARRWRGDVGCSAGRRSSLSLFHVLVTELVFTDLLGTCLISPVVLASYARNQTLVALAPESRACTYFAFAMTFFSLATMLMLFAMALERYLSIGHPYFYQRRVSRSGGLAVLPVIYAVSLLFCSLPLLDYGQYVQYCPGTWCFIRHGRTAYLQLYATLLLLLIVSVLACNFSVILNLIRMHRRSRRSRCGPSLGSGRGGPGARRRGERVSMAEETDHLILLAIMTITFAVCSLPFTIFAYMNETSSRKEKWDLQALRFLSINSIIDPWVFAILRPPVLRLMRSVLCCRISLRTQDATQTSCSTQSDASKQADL
Runt-CBFb FRET – blocks binding of human RUNX1 Runt domain to CBFb; Q01196+Q13951; Cerulean-Runt/Venus-CBFb FRET ratio 530/480, 1 h; inhibition, % at 20 µM; 220,000 tested, 0.46% active; AID 1496;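 active means inhibition over about 50% at 20 µM in the single-dose screen, limit read from the data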;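 further: 0% = DMSO wells and 100% = excess unlabeled CBFb competitor control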
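Measured by: fluorescence energy transfer, 422 nm excitation, 530/480 nm emission; test system: Cerulean-tagged RUNX1 Runt domain (FRET donor) fusion protein; buffer or medium: Tris pH 7.5 buffer with BSA; compound: one dose, 20 µM compound, 1% DMSO; times: two 1 h room-temperature incubations shielded from light; benchmarks: unlabeled CBFb 5 µM, positive control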
zVAD death inh – blocks zVAD induced death of L929 cells; viability rescue, % at 10 µM; L929 zVAD necroptosis rescue, ATP luminescence, 24 h; with zVAD 60 µM; 220,000 tested, 0.38% active; AID 1377;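 active means activation, scaled between plate controls, above about 75%, limit read from the data; inactive means activation under that limit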;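 further: 0% = zVAD with DMSO and 100% = DMSO alone without zVAD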
RBBP9 inh – human RBBP9 hydrolase inhibition. O75884. recombinant RBBP9, FP-Rh probe fluorescence polarization. inhibition, % at 7.94 µM. 220,000 tested, 0.2% active. AID 1515;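 active means inhibition above the campaign mean of all tested compounds plus 3 SD, cut at about 14% in these data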;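 further: plate controls were DMSO wells with RBBP9 for no effect and wells lacking RBBP9 protein for full effect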
Target sequence (O75884 whole entry, looked up): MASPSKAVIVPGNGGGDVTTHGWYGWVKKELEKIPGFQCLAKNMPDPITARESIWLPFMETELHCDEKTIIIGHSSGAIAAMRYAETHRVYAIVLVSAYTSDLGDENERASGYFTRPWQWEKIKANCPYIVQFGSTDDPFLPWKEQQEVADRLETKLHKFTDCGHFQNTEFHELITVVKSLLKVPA
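Measured by: FP readout at 525/598 nm; material: recombinant human RBBP9; also added: Serine-hydrolase probe FP-Rh, 375 nM pre-mixing; medium: Tris buffer pH 8.0, NaCl, Pluronic; replication: one well per compound; doses: one concentration, 7.94 µM nominal, 0.794% DMSO; timing: preincubation 30 min plus labeling 45 min at 25 °C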
Runt-SMMHC FRET – inhibitors of human RUNX1 Runt domain binding to CBFb-SMMHC; 220,000 tested, 0.74% active; AID 1434; Q01196+Q13951; Cerulean-Runt/Venus-CBFb-SMMHC FRET ratio 530/480, 1 h; inhibition, % at 20 µM;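 active means mean inhibition across duplicate retests at 20 µM reaching about 50%, limit read from the data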;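 further: 0% = DMSO wells and 100% = wells with excess untagged CBFb-SMMHC; inhibitors lower the FRET ratio by blocking Runt binding to CBFb-SMMHC; some results filed as inactive read as strong as hits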
TNF death inh – inhibitors of TNF-alpha induced necroptosis in Jurkat FADD-/- cells. 220,000 tested, 0.068% active. activation (protection from cell death), % at 10 µM. AID 463075. Jurkat FADD-/- TNF necroptosis rescue, ATP luminescence, 24 h; 0 = TNF only, 100 = no-TNF cells;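 active means activation, meaning protection from cell death, of at least 50% relative to plate controls; inactive means activation below 50%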;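 further: necroptosis triggered by 40 ng/mL TNF-alpha added together with compound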
Hck Nef HTS – human Hck-Nef kinase inhibition; P08631; Recombinant Hck-YEEI plus Nef, Z-Lyte FRET kinase assay; inhibition, % at 20 µM; 220,000 tested, 0.68% active; AID 463187;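 active means Hck-Nef kinase inhibition above about 50%, limit read from the data; inactive means inhibition below that limit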;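 further: 0% = DMSO with Hck plus Nef and 100% = Hck alone without Nef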
Target sequence (P08631 whole entry, looked up): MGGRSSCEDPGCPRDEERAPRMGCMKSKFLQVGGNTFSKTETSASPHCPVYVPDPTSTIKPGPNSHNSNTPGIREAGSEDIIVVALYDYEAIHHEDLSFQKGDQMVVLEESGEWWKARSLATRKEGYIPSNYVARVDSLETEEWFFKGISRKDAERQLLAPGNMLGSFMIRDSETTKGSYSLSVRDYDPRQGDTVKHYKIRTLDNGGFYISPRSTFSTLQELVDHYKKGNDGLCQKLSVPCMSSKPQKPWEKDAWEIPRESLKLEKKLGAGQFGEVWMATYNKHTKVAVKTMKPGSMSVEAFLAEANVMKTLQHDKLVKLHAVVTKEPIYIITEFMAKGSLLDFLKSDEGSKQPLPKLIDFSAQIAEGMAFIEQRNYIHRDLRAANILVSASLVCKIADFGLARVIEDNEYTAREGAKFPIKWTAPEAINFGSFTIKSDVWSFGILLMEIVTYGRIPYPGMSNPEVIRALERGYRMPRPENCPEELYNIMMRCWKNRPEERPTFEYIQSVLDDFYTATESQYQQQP
PERK inhibitor – human PERK inhibition, primary cell-based screen; inhibition, % at 5.6 µM; CHO PERK-DD fusion, SEAP luminescence translation reporter; AID 1416; 220,000 tested, 0.17% active; Q9NZJ5;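 active means inhibition above the mean inhibition of all tested compounds plus 3 SD, set separately per screening campaign, cut at about 2.9% in these data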;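 further: PERK kinase domain activated by AP20187 dimerizer at 100 nM; 0% = DMSO with dimerizer and 100% = rapamycin at 8.4 µM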
PGE2 EP2 inh – inhibitors of human EP2 prostaglandin E2 receptor; C6 glioma cells expressing human EP2, cAMP TR-FRET; cells stimulated with saturating PGE2; inhibition, % at 25 µM; 260,000 tested, 0.52% active;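 active means percent inhibition above 40 after rounding to a whole number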;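 further: rat C6 glioma host cells with rolipram phosphodiesterase inhibitor present; the protocol text gives 20 µM as final concentration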
* hit, by the source's call; x = no result given; & = joins results of further samples. This is a subset; the hit share may differ from the screen's.

SMILES	EP2 modulator	Runt-CBFb FRET	zVAD death inh	RBBP9 inh	Runt-SMMHC FRET	TNF death inh	Hck Nef HTS	PERK inhibitor	PGE2 EP2 inh
CN1CCN(c2ccc(C(CC(N)=O)NC(=O)Cc3ccc(Br)cc3)cc2[N+](=O)[O-])CC1 (stereo not drawn)	18.7	0.7	0.1	x	1.5	2.6	24.6	x	1.6
S=C(NCC1COc2ccccc2O1)Nc1ccc(Br)cc1 (stereo not drawn)	-59.7	0.8	0.8	-15.9	2.5	0.8	3.5	1.0	4.2
CCOC(=O)c1ccc(NC2Nc3cc(C)nn3S2)cc1 (stereo not drawn)	-22.3	20.1	2.2	0.8	13.7	1.2	30.0	0.6	5.1
S=c1[nH]nc(-c2ccc(Cl)cc2)n1/N=C/c1ccco1	4.2	18.7	0.9	-11.6	6.5	0.4	-2.0	-0.1	10.9
COc1ccc(-n2nc(C(=O)NCC(=O)NCC3CCCO3)c3ccccc3c2=O)cc1 (stereo not drawn)	4.5	0.5	-0.2	-9.0	-0.3	-0.7	-0.4	0.1	3.8
CCOC(=O)c1[nH]c2ccc(OC)cc2c1NC(=O)CN1CCC2(CC1)OCCO2	14.8	2.8	0.3	-9.2	0.6	-3.9	1.2	-0.3	14.2
CN(C)CCNc1c(N)c(=O)oc2ccccc12	1.6	3.0	2.8	-2.5	-4.1	1.2	19.3	1.3	6.1
O=C(O)CNC(=O)CC12CC3CC(CC(C3)C1)C2	-0.7	0.7	0.5	5.6	1.2	-0.6	-20.5	0.3	14.1
COc1cc(C=O)ccc1OC(=O)c1ccc(C(C)C)cc1	74.3*	-4.0	1.9	0.5	-1.7	-4.9	-82.8	0.8	6.1
CC(O)/C=C/c1ccc2ccccc2n1 (stereo not drawn)	10.7	-0.9	30.1	-10.7	0.4	0.6	-5.6	0.5	6.6
Cc1ccc(C(=O)N2CCN(C(=O)CN3CCOCC3)C2)cc1	-8.9	2.7	1.5	-4.5	-3.2	0.5	-1.0	-0.7	7.7
O=C(O)c1cc2c([nH]c1=O)CCCC2	x	-0.4	-0.2	-3.1	-1.5	-1.5	1.8	1.3	11.2
Cc1csc(NC(=O)CSc2nnc(NC(=O)C3CC(=O)N(c4ccccc4)C3)s2)n1 (stereo not drawn)	6.3	-2.1	-0.5	-10.1	4.9	1.1	-1.7	0.2	6.3
CC(C)(C)c1ccc(C(=O)NCCC(=O)N2CCN(c3ncccn3)CC2)cc1	-2.6	-2.0	0.1	-5.3	0.7	1.3	3.5	-1.3	16.6
Cc1ccc2occ(/C=N/NC(N)=S)c(=O)c2c1	-2.3	1.2	0.8	-6.4	-7.0	0.3	16.7	0.1	8.4
c1coc(CNCc2cccs2)c1	21.8&11.9	1.4	-0.5	0.0	4.9	-0.5	11.2	0.0	6.3&4.8
CCc1c(O)nc(SCC(=O)Nc2ccccc2)n(C(C)CC)c1=O (stereo not drawn)	21.6	-0.1	1.1	-8.9	3.1	0.0	-4.6	0.7	11.8
CN(/N=C/c1cccs1)c1cc(=O)n(C)c(=O)[nH]1	-25.6	1.0	0.6	-7.4	2.4	-1.9	-2.3	0.5	12.1
CCOC(=O)c1ccc(NC(=S)N2CCCC(C(=O)OCC)C2)cc1 (stereo not drawn)	-14.3	-0.6	-0.3	-5.4	-5.8	-0.4	-8.1	0.8	2.7
CCOC(=O)c1ccc(CSc2ncn[nH]2)o1	3.2	-1.8	-0.2	9.0	-2.9	1.1	5.5	1.1	2.3
Cc1ccc(C(=O)Nc2ccc3c(c2)OCO3)cc1S(=O)(=O)N1CCCC1	-24.1	0.7	1.6	-1.9	-1.9	-1.0	-0.4	-0.9	13.9
COc1ccc(OCCNC(=O)CSc2ccc(C(F)(F)F)cc2[N+](=O)[O-])cc1	12.9	-1.3	1.1	-1.0	-4.0	1.5	3.5	0.4	4.8
CC(Sc1nnc(-c2cccnc2)n1-c1ccccc1)C(=O)NCc1ccc2c(c1)OCO2 (stereo not drawn)	14.8	1.8	0.3	-4.6	3.3	-0.5	1.6	-0.5	5.7
COc1ccc(C2CC(c3cccs3)=Nc3ccccc3S2)cc1 (stereo not drawn)	47.8	41.4	0.4	-8.1	15.9	-4.8	2.7	-0.3	6.6
Cc1[nH][nH]c(=O)c1[C@@H](c1ccccc1[N+](=O)[O-])C(C#N)C#N	-33.0	6.0	0.0	0.3	8.2	-3.8	12.2	0.1	12.2

Structural class: those above containing a COOH group.
SMILES	EP2 modulator	Runt-CBFb FRET	zVAD death inh	RBBP9 inh	Runt-SMMHC FRET	TNF death inh	Hck Nef HTS	PERK inhibitor	PGE2 EP2 inh
O=C(O)CNC(=O)CC12CC3CC(CC(C3)C1)C2	-0.7	0.7	0.5	5.6	1.2	-0.6	-20.5	0.3	14.1
O=C(O)c1cc2c([nH]c1=O)CCCC2	x	-0.4	-0.2	-3.1	-1.5	-1.5	1.8	1.3	11.2

(more compounds)
SMILES	EP2 modulator	Runt-CBFb FRET	zVAD death inh	RBBP9 inh	Runt-SMMHC FRET	TNF death inh	Hck Nef HTS	PERK inhibitor	PGE2 EP2 inh
O=C(NC(=S)N1CCCc2ccccc21)c1ccc(Cl)cc1	2.2	8.1	0.6	-9.3	-5.6	2.4	2.0	-0.4	7.9
N#C/C(=C\C=C\c1ccccc1)c1nc(-c2ccc(Cl)cc2)cs1	14.4	-38.5	0.2	-7.5	-123.2	0.8	1.2	1.0	23.0
CCOC(=O)c1c(C)oc2cc(Cl)c(O)c(CN(C)C)c12	-11.6	16.8	-0.4	-1.1	5.6	-0.7	10.3	0.2	10.0
c1ccc(-c2cc(-c3ccccc3)on2)cc1	-10.3	2.1	0.2	2.6	0.7	-1.9	25.0	-0.1	16.3
Cc1ccc(O)c(NC(=O)CSc2n[nH]c(C)c2[N+](=O)[O-])c1	-58.2	0.8	-0.9	-2.9	1.2	-11.3	-7.8	1.1	6.6
Cc1ccc(-c2nnc(SCC(=O)N/N=C/c3cccs3)n2-c2ccc(C)cc2)cc1	11.2	-2.2	0.7	-7.9	-2.3	-4.7	1.1	0.8	3.9
O=C(Nc1nc(-c2ccc(-c3ccccc3)cc2)cs1)C1CCCO1 (stereo not drawn)	28.4	-3.6	-0.7	-8.3	-2.0	1.1	2.3	0.3	7.0
NN/C(=C\[N+](=O)[O-])Nc1ccccc1	-1.8	1.3	14.3	2.2	-0.1	-1.1	17.1	0.2	8.6
Cc1cc(/C=N/NC(N)=O)c(C)c(CO)c1	23.6	-0.6	0.0	-3.5	2.6	-3.0	1.8	1.5	x
CCc1ccccc1NC(=S)N(Cc1ccco1)C(C)c1cccs1 (stereo not drawn)	60.5	1.0	1.6	-12.9	1.8	0.2	-5.5	-0.3	4.3
COc1cc(C(=O)Nc2ccc3c(c2)OCCO3)ccc1OC(C)C	0.2	-0.8	0.3	10.2	-5.9	-1.4	3.4	0.1	14.4
O=C(NNc1ccccn1)C(=O)NNS(=O)(=O)c1ccc(Cl)cc1	24.9	0.8	-0.2	-5.8	4.0	-1.9	-2.5	-0.4	x
CCOC(=O)Cc1c(C)nc2c(-c3ccc(Cl)cc3)c(C)[nH]n2c1=O	-5.6	-2.1	0.0	-2.0	1.9	-4.2	1.6	1.5	14.5
Cc1cc(CSc2ccccc2)ccc1NC(=O)c1ccc(C)c([N+](=O)[O-])c1	-19.1	0.8	-0.7	-2.0	-3.8	0.5	2.3	0.7	7.6
O=C(CN(C(=O)CCC(=O)Nc1ccccn1)c1ccc2c(c1)OCO2)NCc1ccco1	32.5	-1.0	-0.3	5.0	2.2	-4.5	0.5	0.6	9.7
Cc1onc(-c2ccccc2Cl)c1C(N)=O	19.1	1.0	0.8	-7.7	0.1	0.5	6.8	0.3	10.7
C(=C\CSc1nnnn1-c1ccccc1)/CSc1nnnn1-c1ccccc1	28.2	-1.5	-0.2	-0.9	-3.0	-0.8	0.3	0.7	7.9
COc1ccc(CN2CCN(C(C)C)C(CCO)C2)cc1Cn1cccn1 (stereo not drawn)	-15.9	-1.2	-0.4	-3.8	-5.4	0.4	-6.7	2.4	0.8
COCCN(Cc1cc2cc(C)ccc2nc1Cl)C(=O)Nc1ccccc1C	9.0	-1.1	-0.3	-2.9	7.8	-0.1	1.2	1.9	13.7
O=C(NC1CCCCC1)N1CCCc2ccccc21	21.6	-2.0	1.3	-7.5	-2.9	2.6	-3.5	-0.3	-10.3
COc1cccc(NS(=O)(=O)c2c(C)n(C)c(=O)n(C)c2=O)c1	-1.8	0.4	0.6	-1.1	-7.7	-0.2	2.4	1.2	8.9
CCN1CCCC1CN(Cc1cc2ccc(C)cc2[nH]c1=O)C(=S)Nc1ccc(OC)cc1 (stereo not drawn)	20.6	0.3	-0.4	-1.7	-2.0	0.8	6.5	2.1	4.4
COc1cc(C2N3CC4(C)CN2CC(C)(C3)C4)ccc1O (stereo not drawn)	-6.6&-2.1	1.7	0.4	2.8	5.6	-0.6	-1.1	0.6	5.0&7.0
O=C(COC(=O)CC1CC2CCC1C2)Nc1ccc(F)cc1 (stereo not drawn)	-31.5	-2.3	1.0	-0.9	-4.5	0.7	-0.6	0.2	12.3
COc1ccc(NC(=O)C(NC(=O)Cc2cccs2)c2ccc(C)cc2)cc1 (stereo not drawn)	23.9	0.7	-0.4	-7.3	1.5	0.3	-1.1	0.4	13.1

More structures follow:
SMILES	EP2 modulator	Runt-CBFb FRET	zVAD death inh	RBBP9 inh	Runt-SMMHC FRET	TNF death inh	Hck Nef HTS	PERK inhibitor	PGE2 EP2 inh
Cc1cc(N2CCCCC2)nc2ccc(NC(=O)CCC(=O)NCCC(C)C)cc12	-21.0	1.0	1.9	-1.4	2.0	2.2	27.1	-1.6	12.7
CC(C)CNC(=O)c1ccccc1NC(=O)CN(c1ccc2c(c1)OCCO2)S(C)(=O)=O	9.2	-2.1	0.8	7.6	3.7	0.7	-0.8	-0.7	5.8
Cc1ccc(SCC(=O)NCCSC(C)(C)C)cc1	22.1	1.1	0.2	1.5	0.9	0.6	2.3	-0.6	15.8
COc1ccccc1NC(=O)C1CCCN(S(=O)(=O)c2cccc3nsnc23)C1 (stereo not drawn)	-18.2	0.7	0.0	-3.1	0.6	-2.3	10.7	-1.7	15.0
Cc1noc(C)c1COC(=O)C1CCN(C(=O)c2ccc(Cl)cc2)CC1	-12.9	-3.0	0.1	-5.9	6.8	2.2	10.3	-0.9	7.0
C=CC(O)(C#CCN(CC)CC)c1ccccc1 (stereo not drawn)	13.0	-1.6	-0.2	6.5	-3.0	0.7	-1.1	0.5	9.8
Cc1cccc(NC(=O)CSc2nnc(CSc3nc(C)cc(C)n3)n2Cc2ccco2)c1	28.6	4.0	-0.4	-13.9	3.9	-5.5	1.3	-1.4	6.0
O=C(Cn1nc(-c2ccc3c(c2)OCCO3)ccc1=O)Nc1cccc(NC(=O)c2ccccn2)c1	-81.2	-7.8	1.9	-8.9	-15.8	-1.3	39.7	0.5	2.6
O=[N+]([O-])c1cnc2ccccn12	24.3	1.1	-0.7	6.9	1.7	4.1	17.9	0.7	3.6
